Assay outcomes as filed in PubChem BioAssay.
CD40 NFkB inh: CD40 pathway inhibition in BL2 cells | BL2 NF-kB luciferase reporter, CD40L-induced, 4 h | inhibition, % at 10 µM | 83,000 compounds, 0.94% hits | AID 1053188;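 active means mean inhibition of at least 50% with a set share of replicates also reaching that level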;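 further: 0% = neutral control wells and 100% = IKK inhibitor VII at 50 µM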
An asterisk follows results filed as active; & = joins results of further samples; [ ] = dose if it differs, or a comment. These rows are one share of the data; the hit share may differ from the screen's.

SMILES | CD40 NFkB inh
O=C(c1ccc(-c2nnc(-c3ccccc3)o2)cc1)N1CCCCCC1 | 26
O=C1CC(c2ccco2)Cc2nc(Nc3ccc(F)cc3)ncc21 (configuration not stated) | -23
COCC(=O)N1CC(=O)N2[C@@H](CO)[C@@H](c3ccc(-c4ccccc4F)cc3)[C@@H]2C1 | -1[25 µM]
O=C(Nc1ccc(F)cc1)N1C[C@H]2[C@@H](c3ccccc31)[C@H](CO)N2Cc1ccccc1Cl | -4[25 µM]
CC(C)CN(C(=O)CCCOc1ccc(Cl)cc1Cl)c1c(N)n(Cc2ccccc2)c(=O)[nH]c1=O | 14
COc1ccccc1-c1cn(CC[C@H]2CC[C@H](NC(=O)C3CCCCC3)[C@H](CO)O2)nn1 | 1[25 µM]
O=C(C[C@H]1C=C[C@@H](NC(=O)Nc2ccc3c(c2)OCO3)[C@H](CO)O1)NCCCN1CCOCC1 | -4[25 µM]
Cc1ccccc1C(=O)NCC(=O)OC(C)C(=O)Nc1ccnn1C(C)C (configuration not stated) | 5
O=C(C/C=N\OCc1c(Cl)cccc1Cl)Oc1ccc(Cl)cc1Cl | 9
CCCC(CCC)C(=O)Nc1cccc(C(=O)O)c1 | 7
COc1ccc(C(CNC(=O)c2ccc(Cl)c(NC(=O)c3cccs3)c2)N2CCCC2)cc1 (configuration not stated) | 3
O=C(Nc1nnc(S(=O)(=O)N2CCCCCC2)s1)c1ccccc1 | -34
N#C[C@H]1[C@@H](c2ccccc2C2=CCCCC2)[C@H](CO)N1C(=O)c1ccccn1 | -2[25 µM]
CC(C)C#Cc1ccc([C@@H]2[C@@H](C#N)N(C(=O)C3CC3)[C@@H]2CO)cc1 | 3[25 µM]
CCCNC(=O)N1[C@H](CO)[C@H](c2ccccc2-c2cccc(C)c2)[C@@H]1C#N | 16[25 µM]
CCCc1cc(=O)[nH]c(SCC(=O)Nc2nc3ccc(OCC)cc3s2)n1 | -24
Cc1cc(C)n(-c2ccc(C(=O)Nc3nnc(C)s3)cc2)n1 | -8
C[C@H]1CN([C@@H](C)CO)C(=O)c2c(c3ccccc3n2C)-c2ccccc2CO[C@@H]1CN(C)S(=O)(=O)c1ccsc1 | 11
Cc1ccc(-c2cc(C(=O)N/N=C/c3ccoc3)c3ccccc3n2)cc1 | -50
Cc1cc(C)nc(NCCC(=O)O)n1 | 6
O=C(C[C@@H]1C[C@H]2c3cc(NC(=O)NC4CCCC4)ccc3O[C@H]2[C@@H](CO)O1)NCc1ccccc1F | -10[25 µM]
Cc1cc(NCCCN2CCOCC2)n2ncc(-c3ccccc3)c2n1 | -52
CC(C)(C)C(=O)COC(=O)c1ccc(N)c([N+](=O)[O-])c1 | -65
COc1ccc(NC(=O)C2CCN(S(=O)(=O)c3ccc(OC)c(OC)c3)CC2)cc1 | -6
CN(Cc1ccco1)S(=O)(=O)c1nnc(NC(=O)c2ccccc2)s1 | -39
CC(C)OC(=O)CSc1nc(N)c(C#N)cc1C#N | -41
O=C(NCc1ccncc1)C12CC3CC(CC(C3)C1)C2 | -3
Cc1nn(CC(C)C)c(Cl)c1C(=O)NCC1CCCO1 (configuration not stated) | 0
CC(C)N1CCC(N2CCN(Cc3cnc(-c4ccccc4)s3)CC2CCO)CC1 (configuration not stated) | -7
COc1ccc(-c2csc(N3CCN(C(=O)c4ccco4)CC3)n2)cc1 | -8
CN(C(=O)c1ccc(OC2CCN(C(=O)c3cccnc3)CC2)cc1)C1CCCCC1 | 16
C/C(=N\NC(=O)COc1c(C)cccc1C)c1cccs1 | -12
Cc1ccc(C)c(S(=O)(=O)N2CCCC2CNC(=O)C(=O)NC2CCCCCC2)c1 (configuration not stated) | 4
CO/N=C/Cc1c([N+](=O)[O-])c(C)nn1C | 1
CN(C)C(=O)C[C@@H]1CC[C@H]2[C@@H](COC[C@@H](O)CN2S(=O)(=O)c2ccccc2Cl)O1 | -11[25 µM]
CCC(C)(C)C(=O)Nc1cc([N+](=O)[O-])ccc1F | 5
CCSc1nc2ccccc2n1CCC(=O)O | 3
O=C(COc1ccccc1F)NCCc1ccc2c(c1)OCCO2 | 5
COc1ccc(N(C)S(=O)(=O)c2cccc(C(=O)OC(C)C(=O)NC3CCCCC3C)c2)cc1 (configuration not stated) | 11
CCc1nc2ccccc2c(C(=O)OCC(=O)N2CC(C)OC(C)C2)c1C (configuration not stated) | 6

18 successive entries from above, quoted:
SMILES | CD40 NFkB inh
Cc1cc(NCCCN2CCOCC2)n2ncc(-c3ccccc3)c2n1 | -52
CC(C)(C)C(=O)COC(=O)c1ccc(N)c([N+](=O)[O-])c1 | -65
COc1ccc(NC(=O)C2CCN(S(=O)(=O)c3ccc(OC)c(OC)c3)CC2)cc1 | -6
CN(Cc1ccco1)S(=O)(=O)c1nnc(NC(=O)c2ccccc2)s1 | -39
CC(C)OC(=O)CSc1nc(N)c(C#N)cc1C#N | -41
O=C(NCc1ccncc1)C12CC3CC(CC(C3)C1)C2 | -3
Cc1nn(CC(C)C)c(Cl)c1C(=O)NCC1CCCO1 (configuration not stated) | 0
CC(C)N1CCC(N2CCN(Cc3cnc(-c4ccccc4)s3)CC2CCO)CC1 (configuration not stated) | -7
COc1ccc(-c2csc(N3CCN(C(=O)c4ccco4)CC3)n2)cc1 | -8
CN(C(=O)c1ccc(OC2CCN(C(=O)c3cccnc3)CC2)cc1)C1CCCCC1 | 16
C/C(=N\NC(=O)COc1c(C)cccc1C)c1cccs1 | -12
Cc1ccc(C)c(S(=O)(=O)N2CCCC2CNC(=O)C(=O)NC2CCCCCC2)c1 (configuration not stated) | 4
CO/N=C/Cc1c([N+](=O)[O-])c(C)nn1C | 1
CN(C)C(=O)C[C@@H]1CC[C@H]2[C@@H](COC[C@@H](O)CN2S(=O)(=O)c2ccccc2Cl)O1 | -11[25 µM]
CCC(C)(C)C(=O)Nc1cc([N+](=O)[O-])ccc1F | 5
CCSc1nc2ccccc2n1CCC(=O)O | 3
O=C(COc1ccccc1F)NCCc1ccc2c(c1)OCCO2 | 5
COc1ccc(N(C)S(=O)(=O)c2cccc(C(=O)OC(C)C(=O)NC3CCCCC3C)c2)cc1 (configuration not stated) | 11

Next section.
SMILES | CD40 NFkB inh
Cc1ccc(-c2cc(C(=O)NC3CCN(Cc4ccccc4)CC3)c3ccccc3n2)cc1 | -4
Cc1c(C(=O)O)oc2c(F)cccc12 | 9
Cc1cc(C(=O)N2CCCC(N3CCN(c4ccccc4C)CC3)C2)no1 (configuration not stated) | -4
O=S(=O)(c1ccc(F)cc1)N1CCN(CC(O)COCc2ccccc2)CC1 (configuration not stated) | 8
C[C@@H]1CN([C@@H](C)CO)C(=O)c2c(c3ccccc3n2C)-c2ccccc2CO[C@H]1CN(C)Cc1ccc(F)cc1 | 37
CCOc1ccc(/C=C/C(=O)N(CC)CC(=O)Nc2ccc3c(c2)OCCO3)cc1OC | -17
Cc1cccc(OCC(=O)OC(C)C(=O)Nc2ccc(S(=O)(=O)N3CCCCC3)cc2)c1 (configuration not stated) | 5
O=C(COc1ccc(Cl)cc1Cl)NC(=O)N1CCCCC1 | 4
COc1ccc(N2CC(C(=O)Nc3c(C(N)=O)oc4ccccc34)CC2=O)cc1 (configuration not stated) | 25
Cc1ccc(CN2CC(C(=O)Nc3ccc(C)cn3)CC2=O)cc1 (configuration not stated) | 33
COc1ccccc1CNC(=O)C1CCN(c2ncnc3c2nc2n3CCCCC2)CC1 | 7
O=S(=O)(Nc1ccc(-c2ccc(N3CCOCC3)nn2)cc1)c1cc(Cl)ccc1Cl | -14
O=C(Nc1ccc(COc2ccccc2)cc1)Oc1ccccc1N1CCOCC1 | 13
O=C(Nc1nn(Cc2ccccc2F)cc1Br)c1cccs1 | -13
Cc1ccccc1-c1ccc([C@H]2[C@H](CO)N3C(=O)CN(S(C)(=O)=O)C[C@@H]23)cc1 | 1[25 µM]
CCOC(=O)N1CCN(C(=O)c2cccc(NC(=O)c3ccco3)c2)CC1 | 5
CC(C)(C)NC(=O)c1sccc1C(=O)O | 1
C[C@H]1CN([C@@H](C)CO)C(=O)c2c(c3ccccc3n2C)-c2ccccc2CO[C@@H]1CN(C)S(=O)(=O)c1ccccc1F | -1
CC(=O)Nc1nc(-c2ccc3ccccc3c2)cs1 | -115
N#Cc1ccc(S(=O)(=O)N2CCN(Cc3cccs3)CC2)cc1 | -4
C[C@H](CO)N1C[C@H](C)[C@H](CN(C)S(=O)(=O)c2cn(C)cn2)OCc2cn(nn2)CCCC1=O | 11[25 µM]
OC[C@@H]1[C@@H](c2ccc(C#CC3CCCC3)cc2)[C@@H]2CN(CCC(F)(F)F)CCCCN12 | -12[25 µM]
O=C(Cn1cnc2sc(-c3ccccc3)cc2c1=O)NCc1ccco1 | 6
Cn1cc(CN(Cc2ccccc2)C[C@@H]2CCC(=O)N2)c(-c2ccccc2F)n1 | 4
Cc1ccc(NC(=O)N2CCCC(c3ccccc3)C2)cc1 (configuration not stated) | -27
COc1cc(C(=O)Nc2ccc(C)c(S(=O)(=O)N(C)C)c2)ccc1OCC(=O)N1CCOCC1 | -64
O=C(CCC(=O)c1cccs1)OCC(=O)c1ccccc1 | -28
Cc1ccc(C)c(S(=O)(=O)NC(CC(C)C)C(=O)O)c1 (configuration not stated) | 15
O=C(NC1CCCCC1)[C@H]1[C@H](CO)[C@H]2Cn3c(ccc(-c4ccccc4)c3=O)[C@@H]1N2 | -4
O=C(C=CC=Cc1ccccc1)c1ccc([N+](=O)[O-])cc1 | -9
O=C(CC(F)(F)F)N1C[C@H]2[C@@H](c3ccccc31)[C@@H](CO)N2C(=O)Cc1ccccc1 | 14[25 µM]
CCn1c(=O)ccc2cc([N+](=O)[O-])ccc21 | 13
COc1ccc2c3c([nH]c2c1)[C@@H](CO)N(CC1CC1)CC31CN(C(=O)c2ccc(F)cc2)C1 | -3[25 µM]
Nc1nc2c3ccccc3nc(C3CC3)n2n1 | -7
COC(=O)Cn1cc(C(=O)OC)c2ccccc21 | 5
COc1ccc(C)cc1NC(=O)COC(=O)c1ccc2ccccc2n1 | 7
CSCC[C@H](NC(=O)CCCn1nnc2ccccc2c1=O)C(=O)O | -7
O=C(O)c1ccc(/C=C/c2ccc3cccc(O)c3n2)cc1 | -85
CC(C)N1CCN(Cc2ccc(OC3CCCC3)cc2)CC1CCO (configuration not stated) | 8
Cc1ccc(F)cc1NC(=O)CN1C(=O)NC(C)(c2ccc3c(c2)OCCO3)C1=O (configuration not stated) | 3
O=C(CCCOc1ccccc1)Nc1nc2ccccc2[nH]1 | -45
O=C(O)c1[nH]c2ccccc2c1C=NCc1ccccc1Cl | 12
COc1cccc(-c2cc(C(=O)Nn3cnnc3)c3ccccc3n2)c1 | -3
CO[C@@H]1CN(C)C(=O)c2cc(NC(=O)CC(F)(F)F)ccc2OC[C@@H](C)N(CC2CC2)C[C@H]1C | 0[25 µM]
CN(C)C(=O)c1cccc(-c2ccc(C3[C@H]4CNC[C@@H]3N4Cc3cccc(C(F)(F)F)c3)cc2)c1 (some centres not stated) | 9&9[25 µM]
Cc1nn(CC(=O)NCc2ccc(-n3cccn3)cc2)c(C)c1[N+](=O)[O-] | -1
Cc1ccc(S(=O)(=O)N(C)C[C@@H]2OCCCC[C@@H](C)Oc3ccc(NS(=O)(=O)c4ccc(Cl)cc4)cc3C(=O)N([C@H](C)CO)C[C@H]2C)cc1 | 20
CC(C)NC(=O)Nc1ccc2c(c1)CC(=O)N(C)C[C@@H](C)[C@@H](CN(C)S(C)(=O)=O)O2 | -5
CC(=O)Nc1cccc2c1O[C@@H](CN(C)S(C)(=O)=O)[C@H](C)CN(C)C2=O | 2
O=C(CC1C(=O)NCCN1Cc1c(F)cccc1Cl)NCc1ccccc1 (configuration not stated) | -1
Cc1cccc(C)c1NC(=O)COC(=O)CNC(=O)C1CCCCC1 | -6
CN(C)CC(=O)N1[C@H](C#N)[C@@H](c2ccccc2-c2ccccc2F)[C@@H]1CO | -7[25 µM]
CCNC(=O)CSc1nc(-c2ccc(F)cc2)cs1 | -41
O=C(O)c1nsc(Cl)c1Cl | 4
CCOC(=O)N1CCN(C(=O)COC(=O)c2ccc(N(C)C)cc2)CC1 | 8
COc1cccc(S(=O)(=O)Nc2ccc3c(c2)C(=O)N(C)C[C@@H](OC)[C@@H](C)CN(Cc2ccccc2F)[C@H](C)CO3)c1 | 25[25 µM]
O=C1CC(C(=O)N2CCN(c3ccccc3)CC2)CN1Cc1ccccc1 (configuration not stated) | 0
Nc1nc(=O)n(C2CC(O)C(CO)O2)cc1F (configuration not stated) | -6
Cc1noc(NS(=O)(=O)c2ccc(NC(=O)c3cc(S(=O)(=O)N(C)c4ccccc4)ccc3Cl)cc2)c1C | 10
N#C[C@H]1[C@@H](c2ccccc2-c2cccc(F)c2)[C@H](CO)N1C(=O)C1CC1 | -6[25 µM]
New compounds follow:
SMILES | CD40 NFkB inh
CCOc1ccccc1NC(=O)COC(=O)c1cc(C)oc1C | -4
CNC[C@@H]1Oc2ccc(NC(=O)NC(C)C)cc2CC(=O)N(C)C[C@H]1C | -5
CC(=O)Nc1cccc(-c2nc3ccccc3o2)c1 | -40
O=C(COC(=O)c1n[nH]c2ccccc12)NC1CCCCC1 | -3
O=C(Nc1ccccc1C(=O)OCc1nnc(-c2ccccc2)o1)c1ccco1 | 1
O=C(NC1C=CS(=O)(=O)C1)c1ccccc1 (configuration not stated) | 4
CN1CCN(c2nc3c(c(=O)[nH]c(=O)n3C)n2CCOc2ccccc2)CC1 | 11
Cc1c(NC(=O)CN2CCN(c3ccc(O)cc3)CC2)c(=O)n(-c2ccccc2)n1C | 4
CC1(C(=O)NS(=O)(=O)C2CC2)CCN(C(=O)COc2ccc(Cl)cc2Cl)C1 (configuration not stated) | 1
N#CCN1CCC(c2cc(-c3ccco3)n[nH]2)CC1 | -20
CN1C(=O)c2cc(NC(=O)c3cccc(F)c3)ccc2OC[C@@H]2O[C@@H](CC(=O)NCC3CCCCC3)CC[C@H]21 | 23&29[25 µM]
Cc1cccc(C)c1OCC(N)C(C)C (configuration not stated) | 5
CCOc1ccc(S(=O)(=O)Nc2nc3ccccc3nc2N2CCN(C)CC2)cc1 | -9
C[C@@H]1COCc2cnnn2CC[C@H](Cc2ccccc2)C(=O)N1 | -1[25 µM]
